Compound activity deposited in PubChem by several laboratories.
JMJD2C inh – inhibitors of human GASC-1 (JMJD2C) demethylase. Q9H3R0. GST-JMJD2C(1-420) H3K9me3 demethylation, DELFIA europium. inhibition, % at 2.35 µM. actives 0.069% (n = 330,000). AID 2099;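 active = more than half of a compound's replicate wells show inhibition beyond 50%, single wells judged on their own value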;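 also: signal counts dimethyl H3K9 product captured on neutravidin plate; 0% = median of DMSO wells and 100% = 0.3 times that DMSO median; strong numbers were not always called active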
Target sequence (Q9H3R0 1-420 limits assumed): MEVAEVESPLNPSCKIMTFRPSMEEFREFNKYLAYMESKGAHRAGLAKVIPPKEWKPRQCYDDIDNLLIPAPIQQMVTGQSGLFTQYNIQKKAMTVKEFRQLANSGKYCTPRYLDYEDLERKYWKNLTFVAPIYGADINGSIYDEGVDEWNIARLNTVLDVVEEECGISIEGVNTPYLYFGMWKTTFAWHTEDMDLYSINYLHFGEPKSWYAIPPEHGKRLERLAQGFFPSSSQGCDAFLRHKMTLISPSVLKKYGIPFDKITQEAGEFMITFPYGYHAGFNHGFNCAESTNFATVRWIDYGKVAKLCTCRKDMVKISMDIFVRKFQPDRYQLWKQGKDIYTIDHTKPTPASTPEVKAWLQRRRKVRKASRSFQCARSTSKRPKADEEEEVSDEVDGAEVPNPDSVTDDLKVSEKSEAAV
CTSL1 counter – cathepsin L1 inhibition, PFM18AAP counter-screen; actives 0.49% (n = 300,000); recombinant F. hepatica cathepsin L1, Z-Leu-Arg-MCA fluorescence; inhibition, % at 5.96 µM; AID 1906;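 active = inhibition above the mean of all tested compounds plus 3 SD, set per screening campaign, cut at about 17% in these data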;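 also: 0% = plate median of test compound wells and 100% = 1 µM Z-Phe-Ala-diazomethylketone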
Efflux pump mplx – blocks antifungal efflux pumps in multiplex yeast assay; S. cerevisiae Candida pump triplex, Nile Red efflux; inhibition, % at 10 µM; actives 0.44% (n = 330,000); AID 485275;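 active = plate passing quality check with inhibition over a set limit, or well fluorescence over plate mean plus 4 SD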;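 also: Nile Red retained in pooled yeast measured as flow cytometry median fluorescence; 0% = buffer negative control and 100% = Enniatin B positive control; higher means more Nile Red kept so more efflux inhibition; some compounds called inactive have numbers as strong as hits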
PP5 primary – inhibitors of human protein phosphatase 5 (PP5) | purified PP5c, OMFP substrate fluorescence | inhibition, % at 6.7 µM | actives 0.18% (n = 320,000);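 active = inhibition above the campaign's mean inhibition across all tested compounds plus 3 SD, cut at about 9.5% in these data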;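 also: 0% = DMSO only and 100% = 100 µM cantharidin control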
procasp7 counter – activates human procaspase-7, counter-screen for procaspase-3 activators. P55210. recombinant procaspase-7, Ac-DEVD-pNA absorbance 405 nm; D23A/D198A/D206A triple mutant, cannot self-cleave; scale: DMSO 0, 5 µM enzyme 100. activation, % at 8.5 µM. actives 0.093% (n = 330,000). AID 463210;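 active = percent activation above the screen-wide mean plus 3 SD, cut at about 25% in these data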
Target sequence (P55210 whole entry D23A/D198A/D206A): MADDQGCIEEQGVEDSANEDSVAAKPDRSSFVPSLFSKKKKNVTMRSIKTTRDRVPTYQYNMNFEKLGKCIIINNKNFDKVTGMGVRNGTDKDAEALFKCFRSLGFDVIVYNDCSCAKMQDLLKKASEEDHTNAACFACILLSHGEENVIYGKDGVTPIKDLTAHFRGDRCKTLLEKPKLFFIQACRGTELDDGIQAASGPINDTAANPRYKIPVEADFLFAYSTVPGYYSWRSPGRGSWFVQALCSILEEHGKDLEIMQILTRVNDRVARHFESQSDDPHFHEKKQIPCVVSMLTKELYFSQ
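Test system: Procaspase-7 triple mutant (PC-7 D3A). Also added: Ac-DEVD-pNA substrate, 400 µM as added. Schedule: 1 h enzyme–compound preincubation and 2 h substrate reaction, both 25 °C. Signal: p-Nitroaniline absorbance at 405 nm, read at 0 and 120 min. Control set: low DMSO alone, high DMSO plus 5 µM PC-7.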
proCasp3 act – procaspase-3 (human) activation; activation, % at 8.5 µM; AID 463141; actives 0.11% (n = 330,000); recombinant procaspase-3 D3A, Ac-DEVD-pNA absorbance 405 nm;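 active = activation above the mean of all tested compounds plus 3 SD, cut at about 21% in these data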;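 also: 0% = DMSO alone and 100% = DMSO wells spiked with extra 5 µM PC-3 D3A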
Target sequence (P42574 whole entry D9A/D28A/D175A): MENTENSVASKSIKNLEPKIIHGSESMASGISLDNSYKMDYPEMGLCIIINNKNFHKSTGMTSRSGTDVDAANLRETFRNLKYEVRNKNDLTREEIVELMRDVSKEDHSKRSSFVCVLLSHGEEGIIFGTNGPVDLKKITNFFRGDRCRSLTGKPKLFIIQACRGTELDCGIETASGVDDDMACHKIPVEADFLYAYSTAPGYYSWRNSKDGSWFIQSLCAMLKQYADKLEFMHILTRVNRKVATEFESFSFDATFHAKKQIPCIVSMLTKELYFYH
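Assay system – Procaspase-3 D3A mutant · Benchmarks – DMSO low control, extra-enzyme high control · Technique – 405 nm absorbance of p-nitroaniline, reads at 0 and 120 min · Doses – 8.5 µM nominal · Measure – % activation between DMSO and enzyme-spiked controls · Also added – Ac-DEVD-pNA chromogenic peptide substrate · Schedule – 1 h compound preincubation, 2 h substrate hydrolysis at 25 °C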
HCV core dimer – HCV core protein dimerization inhibition; TR-FRET GST/Flag-core106 dimerization, 1536-well; inhibition, % at 5 µM; AID 1899; actives 0.33% (n = 300,000);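 active = inhibition above the mean of all tested compounds plus 3 SD, set per screening campaign, cut at about 45% in these data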
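test system = GST/Flag-tagged HCV core106 proteins | probe or stimulus = Eu donor and XL665 acceptor anti-tag antibodies | times = compound-protein-antibody incubation 4 h at 22.5 °C | signal = TR-FRET, excitation 340 nm, emission 617 and 671 nm | measure = percent inhibition of core106 dimerization signal | controls = wells lacking GST-core106 and wells with excess unlabelled core106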
TPT1 inh – C. albicans TPT1 enzyme inhibition. recombinant caTPT1, FP RNA substrate dephosphorylation. inhibition, % at 5 µM. actives 0.81% (n = 300,000);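 active = inhibition above the mean of all tested compounds plus 3 SD, set per screening campaign, cut at about 24% in these data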;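 also: plate controls were DMSO alone for no effect and ferristatin control at 100 nM for full effect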
PP1 counter – blocks human PP1-alpha phosphatase, a PP5 counter-screen; purified PP1alpha, OMFP fluorescence; actives 0.9% (n = 320,000); inhibition, % at 6.7 µM;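 active = inhibition above the mean inhibition of all tested compounds plus 3 SD, computed separately for each screening campaign, cut at about 15% in these data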
Active calls of the source: *; i = inactive; . = not tested or not shown; & = joins results of further samples.

SMILES | JMJD2C inh | CTSL1 counter | Efflux pump mplx | PP5 primary | procasp7 counter | proCasp3 act | HCV core dimer | TPT1 inh | PP1 counter
O=C(CC1(C(=O)O)CCCC1)N1CCOCC1 | 1 | -1 | -0.1 | 0.0 | 9 | 4 | -14 | -3 | 0
FC(F)Oc1ccc(-n2cc(-c3ccccc3)[n+]3c2CCCCC3)cc1 | -9 | 2 | 0.0 | 1.2 | 2 | -4 | 2 | 0 | -4
Cc1ccc(S(=O)(=O)C2C(=O)N(C)C3(C)CC2c2ccccc2O3)cc1 (stereo unspecified) | -5 | 1 | 0.5 | 1.6 | 0 | -6 | -12 | -1 | -1
Cc1cc(NC(=O)COC(=O)C2CCC2)no1 | 2 | -9 | -0.1 | 0.1 | 4 | -1 | -2 | 1 | -4
Cc1ccc(S(=O)(=O)NN2C(=O)c3ccccc3NC2c2ccccn2)cc1 (stereo unspecified) | -1 | -1 | -0.4 | 0.6 | -3 | -4 | -1 | -2 | 0
C/C(CC(=O)Nc1ccc(Cl)cc1Cl)=N\NC(=O)c1ccco1 | -2 | -1 | -0.2 | 0.5 | -9 | 0 | 8 | 0 | 0
COc1ccc(C(=O)CCC(=O)N2CCN(c3ccc(C)cc3)C(C)C2)cc1 (stereo unspecified) | -4 | -3 | -0.1 | 1.3 | 1 | 1 | -4 | 2 | -2
COc1cc(C(=O)Nn2c(C)nc3ccccc3c2=O)cc(OC)c1OC | 1 | 3 | -0.3 | 0.7 | 6 | 7 | -3 | -2 | 2
CCCCC(C(=O)OCC(=O)c1ccc(OC)cc1)N1C(=O)c2ccccc2C1=O (stereo unspecified) | -8 | 2 | 0.1 | 1.1 | 0 | -8 | 7 | -2 | 2
CCOC(=O)c1nn(-c2ccccc2C)c(=O)c2c(N)scc12 | -1 | 8 | 0.0 | 0.1 | -16 | -17 | -1 | -2 | -2
O=C(O)c1cc(NC(=O)c2cccc(N3C(=O)c4ccccc4C3=O)c2)cc(C(=O)O)c1 | -14 | -1 | 0.1 | 2.3 | -4 | 14 | 7 | 0 | 2
Cc1c(Cl)cnc(NC(=O)COC(=O)C(NC(=O)c2ccco2)C(C)C)c1Cl (stereo unspecified) | 27&-4 | -21 | -0.1 | -2.6 | -4 | 9 | 12 | -3 | -2
S=C(NC1CCCCC1)N1CCN(C2CCCCC2)CC1 | -6 | -8 | 0.1 | -1.5 | 8 | -1 | 1 | 0 | -2
COc1ccc(/C=C(/NC(=O)c2ccccc2)C(=O)N2CCOCC2)cc1OC | 10 | 19* | -0.1 | 3.0 | 6 | 12 | -21 | 0 | 4
CC(=O)Oc1ccccc1C(=O)OCCN=C1NS(=O)(=O)c2ccccc21 | 8 | -18 | 0.1 | 0.6 | 6 | 4 | -10 | 0 | 3
COc1ccccc1NC(=O)NC1(C(=O)N2CCC(O)CC2)CCCCC1 | -1 | -2 | 0.0 | -0.2 | -3 | -1 | -6 | -3 | 0
CC(C)n1c(O)c(N=NC(=O)c2ccccc2NS(=O)(=O)c2cccs2)c2ccccc21 | -14 | 9 | 0.0 | 1.1 | 0 | 5 | 20 | 2 | -1
COc1cc(/C=C2\CCC(C3CCCC3)C2=O)cc(OC)c1OC (stereo unspecified) | -3 | 27* | 0.2 | 2.4 | 0 | -1 | -4 | 0 | -2
O=C(Nc1ccccc1Cl)c1cccc(COc2cc(Cl)ccc2Cl)c1 | 13 | -1 | -0.1 | 2.3 | 9 | -10 | 4 | -2 | 1
Cc1ccc(NCC(=O)NNC2=NCCC2)c(C)c1 | -5 | -9 | 0.1 | -3.9 | -2 | 6 | -3 | 4 | -7
C=CCNC(=O)COc1cc(C)ccc1C | -1 | -1 | -0.1 | 0.2 | 11 | -1 | -1 | -1 | -3
C/C(=N/N=C1/NC(=O)CC(C(=O)O)S1)c1ccccc1 (stereo unspecified) | 7 | 2 | -0.5 | -2.0 | -2 | 12 | -4 | -2 | 3
CC(=O)c1sc(NC(=O)CCS(=O)(=O)c2ccccc2)nc1C | -12 | 1 | -0.1 | 1.6 | 7 | -4 | -3 | 0 | 3
Cc1[nH][nH]c(=O)c1N=Nc1ccc(S(N)(=O)=O)cc1 | -1 | 3 | 0.0 | 1.4 | -4 | -15 | -6 | -1 | 2
COc1ccc(Cc2nnc(NC(=O)Nc3ccccc3OC)s2)cc1 | 13 | 3 | 0.1 | 0.7 | 0 | 4 | 3 | 2 | 6
O=C(NNC(=S)NC1CCCCC1)c1cccs1 | 4 | -1 | -0.3 | 1.9 | 0 | 0 | -10 | -5 | -1
COc1ccc(CSc2nc3ccccc3c(=O)n2CCCN2CCOCC2)cc1F | -1 | 0 | 0.0 | 2.1 | 10 | -9 | -1 | 2 | 0
COc1ccc(-c2n[nH]c(C)c2-c2cnn(-c3ccccc3)c2)c(O)c1 | i | -1 | -0.1 | 6.8 | -5 | 4 | 3 | -1 | 0
CC(CC(=O)NCCc1ccc(F)cc1)c1ccccc1 (stereo unspecified) | 22 | 1 | 0.1 | -0.3 | 7 | 10 | 1 | -3 | 0
COc1cc(C2C(=O)N(C3CCCC3)CC(=O)N2Cc2ccco2)ccc1OC(C)C (stereo unspecified) | 4 | -2 | 0.0 | 0.2 | -4 | 7 | 2 | 1 | -6
COc1cc(/C=C2\C(=N)N3N=C(S(C)(=O)=O)SC3=NC2=O)ccc1OS(=O)(=O)c1ccc(C)cc1 | 6 | -1 | 0.1 | 1.1 | 10 | -1 | 25 | 5 | 9
COc1ccccc1C(=O)NCC(=O)OCC(=O)NNC(=O)c1ccc(Br)cc1 | 1 | . | 0.2 | . | -5 | 2 | . | . | .
COc1cc(-c2cc(C(=O)NCc3ccc(S(N)(=O)=O)cc3)c3ccccc3n2)cc(OC)c1OC | 26 | 0 | 0.0 | 4.9 | -9 | 9 | 4 | -3 | -2
O=C(C[n+]1cc(Br)cc2ccccc21)c1ccc(Br)cc1 | 23 | 2 | 0.0 | 2.3 | -7 | 0 | 26 | 27* | 9
O=C(O)CCCC(=O)NCc1c(Cl)cccc1Sc1ccc(Cl)cc1 | -11 | -2 | -0.2 | 0.1 | 7 | -2 | 1 | -2 | -2
O=C(COc1ccc2ccccc2c1Br)Nc1ncn[nH]1 | -1 | 3 | 0.1 | -2.1 | 6 | -3 | 17 | 0 | 8
Cc1ccc(SCC(=O)O/N=C(\N)c2ccc([N+](=O)[O-])cc2)cc1 | -4 | 3 | -0.3 | 0.2 | -3 | 2 | -3 | 0 | 0
Cc1onc(-c2ccccc2)c1C(=O)OCC(=O)N1CCC(C)CC1 | 3 | . | -0.1 | 3.0 | 0 | 10 | . | . | 5
COc1cccc(CC2(CO)CCCN(Cc3cn[nH]c3C3CCCCC3)C2)c1 (stereo unspecified) | -1 | -4 | -0.1 | -0.6 | 6 | 2 | -1 | -2 | 2
O=C(NCCCc1ccccc1)C(=O)NCC1OCCN1S(=O)(=O)c1cc(F)ccc1F (stereo unspecified) | -2 | 0 | -2.8 | 1.7 | 3 | -1 | 19 | 1 | 3
Cc1cc(NC(=O)c2ccc([N+](=O)[O-])cc2Cl)ccc1NC(=O)c1ccco1 | -17 | -1 | 0.2 | 2.3 | 16 | 1 | -4 | 0 | -4
CCN(Cc1nc(-c2ccc(C)cc2)no1)C(=O)c1ccco1 | 10 | -5 | 0.1 | 2.3 | -4 | 0 | 10 | -4 | -2
O=C(NCCO)c1ccc2c3n(nc2c1)-c1ccc(Cl)cc1CO3 | 3 | 8 | -0.1 | 4.1 | -5 | -6 | -11 | -4 | -1
COc1ccc(C2C(C(=O)NCCN(C)C)c3cc(OC)c(OC)cc3C(=O)N2C)cc1OC (stereo unspecified) | -26 | -2 | 0.0 | -1.1 | 6 | 4 | -3 | -1 | -3
c1ccc2[nH]c(NCc3ccc4c(c3)OCO4)nc2c1 | -9 | -2 | 0.3 | 1.3 | 0 | 0 | -1 | 3 | 1
O=C(Nc1ccccc1N1CCOCC1)c1ccc2ccccc2c1 | -1 | 1 | 0.1 | 3.8 | 3 | -2 | 8 | 1 | 3
O=c1c2ccccc2[nH]c(=S)n1CCCN1CCOCC1 | 3 | -4 | -0.1 | -1.2 | -3 | 1 | 0 | -4 | -8
CS(=O)(=O)N(CC(=O)N1CCN(c2ccccc2F)CC1)C1CCCCC1 | -2 | -3 | 0.0 | 0.5 | -15 | 8 | 2 | -2 | 0
CN1C(=O)CC(N2CCN(Cc3ccc(Cl)cc3)CC2)C1=O (stereo unspecified) | 5 | -2 | 0.1 | 2.3 | -12 | -13 | 1 | 2 | 0
NS(=O)(=O)c1ccc(Sc2ccccn2)c([N+](=O)[O-])c1 | -5 | -11 | -0.1 | -0.1 | 5 | -5 | -3 | -1 | -6
NC1=NC(=O)/C(=C/c2cccc(F)c2)S1 | -9 | 1 | 0.0 | -1.8 | -6 | 3 | 4 | -3 | -5
O=C(O)CN(c1ccccn1)S(=O)(=O)c1ccc(Cl)cc1 | 19 | -1 | -0.1 | 1.2 | -5 | -1 | -3 | 0 | 0
O=C(c1cccs1)N1CCN(S(=O)(=O)c2cccs2)CC1 | -2 | 0 | 0.1 | 2.4 | 10 | 1 | 1 | -2 | -3
CC1CCc2sc(C(=O)OCC(=O)NCc3ccc(F)cc3)cc2C1 (stereo unspecified) | 14 | -3 | -0.1 | 4.5 | -9 | 0 | 5 | 1 | 5
COc1ccc(CCNC(=O)CSc2nc3[nH]ncc3c(=O)n2-c2ccccc2Br)cc1OC | 5 | -3 | 0.0 | -3.0 | 0 | 4 | 4 | -2 | -6
Cc1ccc(S(=O)(=O)N2[C@@H](c3ccccc3)C(C(=O)O)=CC[C@H]2c2ccc3c(c2)OCO3)cc1 | -5 | -2 | 0.0 | -0.8 | 18 | -1 | 14 | -2 | 0
O=C(c1ccccc1F)N1CCN(c2ccc([N+](=O)[O-])c(NCc3cccnc3)c2)CC1 | -14 | 15 | -0.2 | -1.9 | -16 | -6 | -3 | -3 | 1

Limited to CTSL1 counter and procasp7 counter, for some of the entries so far:
SMILES	CTSL1 counter	procasp7 counter
NS(=O)(=O)c1ccc(Sc2ccccn2)c([N+](=O)[O-])c1	-11	5
NC1=NC(=O)/C(=C/c2cccc(F)c2)S1	1	-6

Look-ups from above.
For PP5 primary, CC1CCc2sc(C(=O)OCC(=O)NCc3ccc(F)cc3)cc2C1 (stereo unspecified) has 4.5
For proCasp3 act, CN1C(=O)CC(N2CCN(Cc3ccc(Cl)cc3)CC2)C1=O (stereo unspecified) has -13
For PP1 counter, NC1=NC(=O)/C(=C/c2cccc(F)c2)S1 has -5
